# SRC1 inh: inhibitors of human steroid receptor coactivator 1 (SRC1). Q15788. HEK293 GAL4-SRC1 luciferase reporter, luminescence. inhibition, % at 3.6 µM. actives 0.12% (n = 360,000). AID 588354;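 active = inhibition above the campaign mean plus 3 SD, with each screening campaign given its own cutoff, cut at about 60% in these data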;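 also: 0% = DMSO treated cells and 100% = gossypol at 36 µM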
# NCOA2 inhibitor: human SRC2 (NCOA2) inhibition | HEK293 GAL4-SRC2 luciferase reporter, luminescence | inhibition, % at 9 µM | actives 0.17% (n = 370,000);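 active = inhibition above the mean inhibition of all tested compounds plus 3 SD, set per campaign, cut at about 52% in these data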;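 also: 0% = DMSO treated cells and 100% = cells given Gossypol at 36 µM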
# SRC3 inh: inhibits human SRC3 coactivator; HEK293 GAL4-SRC3 luciferase reporter, luminescence; AID 588352; Q9Y6Q9; inhibition, % at 3.6 µM; actives 0.17% (n = 360,000);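 active = inhibition above a per-campaign cutoff, the mean of all compounds plus 3 SD, cut at about 60% in these data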;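 also: 0% = DMSO-treated cells and 100% = gossypol-treated cells at 36 µM; higher means less SRC3-driven luciferase light from the GAL4 reporter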
# Vif imaging: HIV Vif inhibition | inhibition, % at 7.49 µM | HEK293T cells, Vif self-association by quenched fluorescence, imaging, 24 h | actives 0.35% (n = 340,000) | AID 602346; in the data active = inhibition above about 50%, passing the limit was not always enough; also: some results filed as inactive read as strong as hits
# TLR9-MyD88 inh: inhibitors of human TLR9-MyD88 binding. Q9NR96+Q99836. CHO BLA complementation TLR9-MyD88, CCF4 FRET ratio. inhibition, % at 4.98 µM. actives 0.21% (n = 340,000). AID 504734;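 active = inhibition above the mean over all tested compounds plus 3 SD, cut at about 21% in these data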;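 also: 0% = DMSO only wells and 100% = clavulanate BLA inhibitor control wells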
# TROY NFkB inh: TROY signaling inhibition. Q293 LMP1-TROYcd NF-kB luciferase reporter, 4 h. inhibition, % at 10 µM. actives 0.98% (n = 360,000). AID 1347056;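 active = compounds whose plate-normalised and pattern-corrected inhibition of the luciferase reporter signal at the single screening dose is 50% or more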
# EBV LMP1 NFkB: reduces LMP1-driven NF-kappaB luciferase signal; LMP1-induced NF-kappaB luciferase reporter cells, luminescence; inhibition, % at 12.5 µM; actives 0.69% (n = 350,000); AID 504558; in the data active = inhibition above about 41%;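 also: 0% = neutral control wells and 100% = reference inhibitor control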
# NOD2 RIPK2 PPI: NOD2-RIPK2 protein interaction inhibition. AID 624267. CHO BLA complementation NOD2-RIPK2, CCF4 ratio. actives 0.38% (n = 360,000). inhibition, % at 4.98 µM. O43353; in the data active = inhibition above about 21%;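 also: 0% = vehicle only and 100% = reference blocker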
# LRH-1 inv ag: NR5A2 inverse agonism in reporter assay | HEK293T StAR-luciferase reporter, LRH-1 transfected, 24 h | inhibition, % at 3.6 µM | AID 602396 | actives 0.13% (n = 360,000);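 active = inhibition above the mean inhibition of all tested compounds plus 3 SD, cut at about 73% in these data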;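 also: 0% = DMSO wells and 100% = reporter-only cells lacking LRH-1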
# Target sequence (O00482 whole entry, looked up): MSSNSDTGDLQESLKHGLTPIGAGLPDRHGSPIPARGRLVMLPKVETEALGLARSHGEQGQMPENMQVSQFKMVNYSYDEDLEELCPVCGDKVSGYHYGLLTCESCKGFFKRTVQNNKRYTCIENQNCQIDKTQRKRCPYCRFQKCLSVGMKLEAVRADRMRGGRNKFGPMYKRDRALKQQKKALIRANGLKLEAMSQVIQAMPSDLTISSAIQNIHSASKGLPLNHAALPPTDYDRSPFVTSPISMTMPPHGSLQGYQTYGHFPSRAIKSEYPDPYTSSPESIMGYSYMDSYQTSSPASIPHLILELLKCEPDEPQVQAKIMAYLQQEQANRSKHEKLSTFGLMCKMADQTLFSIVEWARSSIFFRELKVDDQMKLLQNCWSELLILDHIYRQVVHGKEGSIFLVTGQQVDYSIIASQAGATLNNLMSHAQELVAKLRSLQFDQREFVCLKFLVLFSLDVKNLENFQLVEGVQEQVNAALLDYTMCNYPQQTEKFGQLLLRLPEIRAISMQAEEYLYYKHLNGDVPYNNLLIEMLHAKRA
# NR2F2 inh: NR2F2 (human) inhibition, primary screen; actives 0.7% (n = 370,000); inhibition, % at 8.6 µM; HEK293T NGFI-A luciferase reporter, luminescence;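 active = inhibition above a per-plate cutoff, mean inhibition of test wells between control levels plus 3 SD, cut at about 38% in these data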;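 also: cells cotransfected with COUP-TFII expression vector driving the NGFI-A reporter; 0% = median of COUP-TF2 test wells and 100% = reporter-only cells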
# Target sequence (P24468 whole entry, looked up): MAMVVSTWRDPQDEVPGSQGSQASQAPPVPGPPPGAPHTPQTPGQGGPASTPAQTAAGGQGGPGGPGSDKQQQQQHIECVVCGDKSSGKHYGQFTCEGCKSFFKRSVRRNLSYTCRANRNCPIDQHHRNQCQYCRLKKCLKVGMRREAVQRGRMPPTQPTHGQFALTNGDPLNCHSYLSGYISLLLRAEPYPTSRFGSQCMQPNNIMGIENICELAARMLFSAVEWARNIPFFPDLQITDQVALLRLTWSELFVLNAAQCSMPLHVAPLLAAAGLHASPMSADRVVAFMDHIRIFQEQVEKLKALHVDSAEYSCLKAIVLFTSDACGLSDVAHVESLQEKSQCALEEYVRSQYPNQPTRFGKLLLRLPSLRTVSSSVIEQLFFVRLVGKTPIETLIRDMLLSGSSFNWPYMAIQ
# C8 TRAIL sens: sensitizes caspase-8 expressing cells to TRAIL | actives 1% (n = 360,000) | inhibition (viability loss, TRAIL sensitization), % at 10 µM | NB7+C8 cells + TRAIL, ATPlite viability luminescence;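 active = compounds causing at least 50% loss of cell viability in the single-dose screen, relative to plate controls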
# The depositor's hits bear a star; . = no result given. These rows are one share of the data; count on the stated rates, not on these rows.
# Sequence of screens: SRC1 inh	NCOA2 inhibitor	SRC3 inh	Vif imaging	TLR9-MyD88 inh	TROY NFkB inh	EBV LMP1 NFkB	NOD2 RIPK2 PPI	LRH-1 inv ag	NR2F2 inh	C8 TRAIL sens
- NS(=O)(=O)c1ccc(NC2=CC(c3ccc([N+](=O)[O-])cc3)N(c3ccc(S(N)(=O)=O)cc3)C2=O)cc1 (stereo unspecified)
    2	-26	10	11	-2	-4	-12	1	3	13	6
- CCOC(=O)CCSc1nnc(-c2cccnc2)n1-c1ccccc1OC
    -9	3	-7	8	5	11	-2	-2	-5	-9	1
- C[C@@H]1CN([C@@H](C)CO)C(=O)CCCn2nncc2CO[C@@H]1CN(C)S(=O)(=O)c1ccc(Oc2ccccc2)cc1
    5	-30	22	-1	6	-7	-5	-1	-5	6	-7
- O=C(COC(=O)CCc1nc2ccccc2c(=O)[nH]1)NC(c1ccccc1)c1ccccc1
    -20	-11	14	-11	-6	0	-11	5	8	20	0
- O=[N+]([O-])c1ccc(-n2nnnc2CN2CCCCC2)cc1
    1	7	2	17	0	-15	-7	-12	9	12	-1
- NNC(=O)Cn1c(-c2ccccc2)cc(=O)n2ncnc12
    10	10	-14	-2	3	-7	-1	-3	12	18	-5
- O=C(Nc1ncccc1O)c1ccc(S(=O)(=O)NCc2ccco2)cc1
    -4	-16	-3	11	2	-2	43*	3	3	36	-1
- Cc1ccc(C(=O)C2=C(O)C(=O)N(CC3CCCO3)C2c2ccccc2F)o1 (stereo unspecified)
    0	-10	2	-1	10	18	-4	-1	27	11	10
- CCCCN(CC)CCCNC(=S)Nc1ccc2nc3n(c(=O)c2c1)CCCCC3
    7	-16	8	8	-1	-13	3	4	-18	5	-11
- CNS(=O)(=O)c1ccc(CNC[C@H]2O[C@@H](n3cnc(C(N)=O)n3)[C@H](O)[C@@H]2O)cc1
    -23	0	11	.	-2	-13	2	5	19	-22	-9
- Cc1cc(C)c(OCCN2CC(C)OC(C)C2)c(Br)c1 (stereo unspecified)
    -15	-5	22	-4	-4	-11	-5	7	15	-5	-10
- CC1(C)CC(=O)C(C(C2=C(O)CC(C)(C)CC2=O)c2ccc(Br)s2)C(=O)C1 (stereo unspecified)
    -10	-10	-11	2	3	10	-4	-5	-5	15	0
- O=C(CCNc1ccc(F)cc1)c1cc2ccccc2o1
    -25	-23	-5	10	2	-56	-17	-6	-10	-23	8
- Cn1c(N)c(C(=O)COC(=O)/C=C/c2ccccc2F)c(=O)n(C)c1=O
    1	-10	-9	19	1	-1	8	-1	26	-1	-16
- COc1ccc(CNC(=O)c2ccc(C(C)C)cc2)cc1
    -89	-71	-84	-4	3	-42	-56	3	-103	-48	4
- COc1ccc(Nc2ncc(C(=O)O)c3ccccc23)cc1
    -22	-27	16	9	-11	-26	-6	0	11	-13	-7
- O=C(c1[nH]c(C(F)(F)F)nc1-c1ccccc1)N1CCc2ccccc2C1
    12	4	17	.	.	3	.	5	-2	18	-21
- COc1ccc(N2CSC(=S)N(c3ccc(OC)cc3)C2)cc1
    -34	-13	-8	-3	-6	-32	8	-3	-30	-12	-5
- O=C(CCCOc1ccc(Cl)cc1Cl)NCCc1ccccn1
    7	14	17	8	-15	69*	29	-1	7	-4	12
- O=C(CN(C1CCCCC1)S(=O)(=O)c1ccccc1)NCc1cccnc1
    -4	16	11	4	1	-6	-4	-5	-2	16	2
- Cn1cc2cccc([N+](=O)[O-])c2n1
    -4	-19	-6	8	-11	-5	0	3	-6	4	9
- COc1cc(CCC(=O)N2CCN(c3ncccn3)CC2)cc(OC)c1OC
    -11	-1	1	11	.	9	-1	-4	-11	12	2
- COc1cc(Cl)c(NS(=O)(=O)c2ccc(-c3ccc(=O)[nH]n3)o2)c(OC)c1
    -11	11	-20	12	4	1	-4	-10	-12	6	-3
- Cc1ccccc1N1CC(O)(c2cccs2)[N+]2=C1CCCC2 (stereo unspecified)
    -32	7	-6	-1	-5	0	0	-3	17	4	-17
- O=C(CSc1nnnn1C1CC1)Nc1cc(S(=O)(=O)N2CCCC2)ccc1Cl
    7	5	6	1	3	-9	-3	-10	-5	-2	18
- O=c1c(-c2ccc(O)cc2)coc2cc(OC3OC(CO)C(O)C(O)C3O)ccc12 (stereo unspecified)
    -61	-49	-73	-1	0	0	-4	-6	-51	-20	1
- Cc1ccc(C(C(=O)NC2CCCCC2)N(CC2CCCO2)C(=O)CNC(=O)c2ccco2)cc1 (stereo unspecified)
    -1	18	4	-2	2	-8	-5	-1	14	-3	3
- CCCCn1c(N)c(N(CC(C)C)C(=O)C2CCN(S(=O)(=O)c3ccc(C)c(C)c3)CC2)c(=O)[nH]c1=O
    -38	-17	-1	-4	-8	3	5	-4	10	-14	3
- CC1CCCCC1Nc1ncnc2sccc12 (stereo unspecified)
    20	26	-4	-18	4	19	13	-9	6	15	8
- COc1ccc(CNC(=O)C[C@@H]2CC[C@@H](NS(=O)(=O)c3cccc(OC)c3)[C@@H](CO)O2)cc1
    .	-10	.	.	.	.	.	6	34	7	1

# Arranged by SMILES length (rising): three of the compounds above
# Sequence of screens: SRC1 inh	NCOA2 inhibitor	SRC3 inh	Vif imaging	TLR9-MyD88 inh	TROY NFkB inh	EBV LMP1 NFkB	NOD2 RIPK2 PPI	LRH-1 inv ag	NR2F2 inh	C8 TRAIL sens
- Cc1cc(C)c(OCCN2CC(C)OC(C)C2)c(Br)c1 (stereo unspecified)
    -15	-5	22	-4	-4	-11	-5	7	15	-5	-10
- O=C(c1[nH]c(C(F)(F)F)nc1-c1ccccc1)N1CCc2ccccc2C1
    12	4	17	.	.	3	.	5	-2	18	-21
- Cc1ccc(C(C(=O)NC2CCCCC2)N(CC2CCCO2)C(=O)CNC(=O)c2ccco2)cc1 (stereo unspecified)
    -1	18	4	-2	2	-8	-5	-1	14	-3	3

# 4 of the entries above in order of their number in SRC1 inh, lowest first:
SMILES	SRC1 inh
CCCCn1c(N)c(N(CC(C)C)C(=O)C2CCN(S(=O)(=O)c3ccc(C)c(C)c3)CC2)c(=O)[nH]c1=O	-38
Cc1ccccc1N1CC(O)(c2cccs2)[N+]2=C1CCCC2 (stereo unspecified)	-32
COc1cc(Cl)c(NS(=O)(=O)c2ccc(-c3ccc(=O)[nH]n3)o2)c(OC)c1	-11
Cn1cc2cccc([N+](=O)[O-])c2n1	-4

# (further entries)
# Sequence of screens: SRC1 inh	NCOA2 inhibitor	SRC3 inh	Vif imaging	TLR9-MyD88 inh	TROY NFkB inh	EBV LMP1 NFkB	NOD2 RIPK2 PPI	LRH-1 inv ag	NR2F2 inh	C8 TRAIL sens
- CCc1ccc(OCC(=O)O/N=C(\N)c2ccncc2)cc1
    -66	-28	-51	-10	-3	-5	-13	9	-85	-3	17
- CCCCc1ccc(CC(=O)Nc2cc(S(=O)(=O)N3CCOCC3)ccc2O)cc1
    -6	-24	6	-6	8	26	-6	8	3	1	13
- CCOc1ccc(CCNC(=O)CSc2nnnn2C)cc1OCC
    -17	-6	6	2	-8	16	12	-2	-5	7	0
- Cc1cc(-c2ccc(N3C(=O)CCC3=O)c(C)c2)ccc1N1C(=O)CCC1=O
    1	14	-16	5	-1	-12	-4	-4	4	-3	-1
- COc1ccccc1Nc1ncc(-c2cccs2)s1
    -112	-41	-103	2	-4	-4	-55	0	-144	-14	0
- O=C(CN(C(=O)c1csnn1)c1ccccc1F)NCc1ccc2c(c1)OCO2
    -2	8	-9	-2	-2	-20	-6	-7	-11	-7	6
- CCOC(=O)c1c(NC(=O)CSc2nnc(-c3cccnc3)o2)sc(C)c1C
    -19	5	-1	1	-2	-15	0	-2	7	5	1
- CCNc1[nH]c(=O)n(C)c(=O)c1N=O
    -5	8	-9	.	-4	13	1	-2	12	-6	-1
- CS(=O)(=O)Nc1ccc(C(=O)NCCC2=CCCCC2)cc1
    -49	-30	-22	-2	6	-72	-14	-3	-81	-23	7
- Cc1cccc(N2CCN(C(=O)CSc3ccsc3[N+](=O)[O-])CC2C)c1 (stereo unspecified)
    12	30	6	2	-17	6	-12	6	16	5	-2
- N#Cc1c(-c2cccc(Br)c2)cc(-c2cccnc2)nc1N
    4	3	5	-11	2	25	5	-3	18	-32	8
- CN(CCc1ccccc1)C(=O)c1ccc(NC(=O)Cc2cccc(NC(=O)C3CCN(C(=O)C4CC4)CC3)c2)cc1
    -3	3	-24	4	6	8	-6	-8	5	5	2
- CN(C)C1=NC[C@H](Cc2ccccc2)N1CCc1ccc(F)cc1
    -8	-11	16	6	7	-1	0	2	4	-1	7
- Cc1ccc(Cn2nnnc2CN2CCC(NC(=O)C(C)(C)C)CC2)cc1
    -15	12	12	4	6	5	0	5	13	11	-2
- COC(=O)c1ccc(N2CCN(C)CC2)c(NC(=O)c2sc3ccccc3c2Cl)c1
    -12	-3	8	2	-8	-29	-25	5	19	-22	10
- O=C(NC(=S)NCC1CCCO1)c1cccs1 (stereo unspecified)
    -4	-18	13	1	4	-12	1	-8	-1	-12	-7
- N/C(=N\c1nc2ccccc2o1)NC(=O)C(Cc1ccccc1)N1C(=O)c2ccccc2C1=O (stereo unspecified)
    10	1	14	-9	-7	-12	1	-6	-4	21	0
- COc1ccc(/C=N/NC(=O)c2cccc(Br)c2)cc1Cn1cc(Cl)cn1
    -10	-10	-14	.	-1	20	0	-3	-2	-8	-6
- O=C1/C(=C\c2ccncc2)SC(=S)N1C1CCCCC1
    0	-27	27	4	-6	-22	-3	-10	4	-3	23
- CN(c1cccc(NS(=O)(=O)c2cccs2)c1)S(C)(=O)=O
    -16	22	-6	13	1	-2	-6	-9	12	4	17
- C=C(C)COc1ccc(-c2ncncc2-c2ccc(OC)cc2)c(O)c1
    -1	-18	-19	-3	-4	2	5	-4	5	-11	2
- CCCN(CC(=O)Nc1ccc(F)c(F)c1F)Cc1cc(=O)n2ccsc2n1
    15	-2	1	1	-7	4	3	-1	6	4	18

# Nothing new here: entries from further up.
# Sequence of screens: SRC1 inh	NCOA2 inhibitor	SRC3 inh	Vif imaging	TLR9-MyD88 inh	TROY NFkB inh	EBV LMP1 NFkB	NOD2 RIPK2 PPI	LRH-1 inv ag	NR2F2 inh	C8 TRAIL sens
- O=C(NC(=S)NCC1CCCO1)c1cccs1 (stereo unspecified)
    -4	-18	13	1	4	-12	1	-8	-1	-12	-7
- N/C(=N\c1nc2ccccc2o1)NC(=O)C(Cc1ccccc1)N1C(=O)c2ccccc2C1=O (stereo unspecified)
    10	1	14	-9	-7	-12	1	-6	-4	21	0

# Assay outcomes from PubChem.
